# Bioassay records deposited in PubChem BioAssay by several laboratories.
# PKA-R1A act – activators of PKA-R1A holoenzyme, primary screen, biochemical, fluorescence polarization, Cy5-IP20, bovine R1A, mouse PKAc; PKA-R1A dissociation; scaled: DMSO 0%, 113 µM cGMP 100%; 340,000 tested, 0.083% active; activation, % at 11.4 µM; AID 504707, 2011;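 active = percent activation above the mean of all tested compounds plus 3 SD, cut at about 19% in these data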;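 note: higher means more PKAc released from R1A so a rise in polarization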
# NSD2 inh – NSD2 histone methyltransferase inhibitors, primary screen, biochemical, AlphaScreen, single concentration, set 2; Histone-lysine N-methyltransferase NSD2 (Homo sapiens), O96028; AID 743445, 2014; inhibition, % at 12.5 µM; NSD2 peptide methylation, 120 min; 310,000 tested, 0.54% active; in the data active = inhibition above about 50%
# MITF TRPM1 HTS – activators of MITF-driven TRPM1 promoter reporter, primary screen, cell-based, SK-MEL-5, luciferase, single point; activation, % at 12.5 µM; SK-MEL-5 TRPM1-promoter luciferase, 24 h; % of positive control, neutral wells = 0; 300,000 tested, 0.75% active;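 active = mean activation of at least 80% with every replicate also reaching 80%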;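 note: 0% = neutral control wells and 100% = parthenolide positive control wells; values of inactives mirror those of a sister screen read the other way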
# SR-BI DiI inh – inhibitors of SR-BI mediated HDL lipid uptake, primary screen, ldlA[mSR-BI] cells, fluorescence, single point. 320,000 tested, 0.96% active. Scavenger receptor class B member 1 (Mus musculus), Q61009. inhibition, % at 12.5 µM. ldlA[mSR-BI] CHO cells, DiI-HDL uptake fluorescence, 3 h;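 active = mean replicate inhibition of at least 70% and a set share of replicates each scoring 70 or more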;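 note: 0% = median of neutral control wells and 100% = median of positive control wells; values of inactives mirror those of a sister screen read the other way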
# Target sequence (Q61009 whole entry, looked up): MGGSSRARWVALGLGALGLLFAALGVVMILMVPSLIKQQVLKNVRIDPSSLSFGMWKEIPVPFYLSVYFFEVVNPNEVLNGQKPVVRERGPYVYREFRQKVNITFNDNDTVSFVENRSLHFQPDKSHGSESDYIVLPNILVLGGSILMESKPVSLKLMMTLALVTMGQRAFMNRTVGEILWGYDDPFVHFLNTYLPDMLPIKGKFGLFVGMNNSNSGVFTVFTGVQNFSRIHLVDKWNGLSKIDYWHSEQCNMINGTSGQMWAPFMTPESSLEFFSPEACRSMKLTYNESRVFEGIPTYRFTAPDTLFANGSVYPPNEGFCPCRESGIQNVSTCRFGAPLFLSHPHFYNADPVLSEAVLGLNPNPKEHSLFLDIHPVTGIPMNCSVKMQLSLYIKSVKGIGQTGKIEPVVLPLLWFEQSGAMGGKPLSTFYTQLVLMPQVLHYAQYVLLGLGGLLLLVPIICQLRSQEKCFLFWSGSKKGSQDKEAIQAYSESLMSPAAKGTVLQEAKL
# Arrestin-AP2 inh – inhibitors of beta-arrestin/AP2 binding, primary screen, biochemical, GPCR trafficking, flow cytometry; FITC-arrestin peptide / GST-AP2 beads; AP2 beta2 appendage carries R879A mutation; inhibition, % at 10 µM; 340,000 tested, 0.31% active; AID 504490, 2011;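 active = inhibition above a set limit, near 3 SD of compounds lacking own fluorescence, cut at about 54% in these data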;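 note: plate controls were DMSO wells for no effect and 5 µM unlabelled arrestin peptide for full effect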
#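 Measured by: flow cytometry, FL1 (488/535 nm); Material: AP2 appendage R879A on GSH beads; Evaluation: percent response; Timing: pre-incubation 12 min, peptide binding 1 h, room temperature; Also added: 50 nM FITC-arrestin peptide; Medium: PBS with 0.05% Tween 20 and 0.1% BSA.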
# SR-BI DiI-HDL act – activators of SR-BI mediated DiI-HDL uptake, primary screen, ldlA[mSR-BI] CHO cells, DiI fluorescence; 3 h; 100 = double the neutral-control signal; activation, % at 12.5 µM; 320,000 tested, 0.096% active; AID 504775, 2011;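 active = mean replicate activation of at least 60% and every replicate at or above 60%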;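 note: 0% = median plate neutral-control signal and 100% = twice that signal; values of inactives mirror those of a sister screen read the other way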
#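 Material: SR-BI-overexpressing, LDLR-lacking CHO cells | Dosing: Single compound concentration, delivered by pin transfer | Probe or stimulus: Labelled HDL, 10 µg/mL | Signal: Bottom-read cell fluorescence after medium removal, ex 550/em 595 nm | Schedule: 3 h, 37 °C | Evaluation: HDL uptake via cellular fluorescence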
# dFosB activator – activators of delta FosB homodimer, primary screen, biochemical, fluorescence polarization, TAMRA-CDK5 oligo, single point; purified delta FosB; percent of positive-control signal above neutral wells; activation, % at 25 µM; Protein FosB (Mus musculus), P13346; 340,000 tested, 0.99% active; AID 493131, 2011;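 active = mean activation above about 17%, with every replicate also reaching it, limit read from the data, passing the limit was not always enough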;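 note: fluorescence polarization rise as delta FosB binds a TAMRA Cdk5 AP-1 oligo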
# SUMO Mot1 rescue – yeast Mot1-301 growth rescue at high temperature, primary screen, SUMOylation pathway inhibitor project, S. cerevisiae, ATP luminescence, 38.5C. 320,000 tested, 1% active. growth rescue, % at 18.8 µM. S. cerevisiae Mot1-301 growth rescue; percent above DMSO median, 100 means doubled. AID 2716, 2010;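 active = every valid replicate shows activation above 250% relative to neutral control wells; inactive = the rest, any valid replicate at or below 250%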;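 note: OY570 slx delta 5 strain wells were the positive control but not used for scaling; some compounds called inactive have numbers as strong as hits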
# Pemphigus Ab inh – inhibitors of pemphigus antibody binding to DSG3, primary screen, biochemical, bead-based, flow cytometry, scFv-GFP | AID 588358, 2011 | DSG3-coupled beads, scFv-anti-DSG3-GFP binding; active compounds read low | binding (percent of control), % at 10 µM | 310,000 tested, 0.48% active | Desmoglein-3 (Homo sapiens), P32926;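 active = binding more than 3 SD below its plate's average and above zero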;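 note: hits lower antibody fragment binding to DSG3; some compounds called inactive have numbers as strong as hits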
# CDK5 p35 inh – inhibitors of human CDK5/p35 kinase, primary screen, biochemical, single concentration; Cyclin-dependent kinase 5 (Homo sapiens) + Cyclin-dependent kinase 5 activator 1 (Homo …; Recombinant CDK5/p35, ADP-Glo luminescence, 60 min; inhibition, % at 10 µM; 330,000 tested, 0.01% active;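 active = highest replicate inhibition of at least 50% and at least 75% of replicates reaching 50%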;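 note: plate controls were DMSO neutral control for no effect and GW8510 at 10 µM for full effect; many of its hits are not listed in these tables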
# PKA-R2B activ – activators of PKA-R2B holoenzyme, primary screen, biochemical, fluorescence polarization, Cy5-IP20, human; cAMP-dependent protein kinase catalytic subunit beta (Homo sapiens) + cAMP-dependent …; PKA-R2B holoenzyme dissociation; R2B truncated from residue 108, S112A mutant; 0% DMSO only, 100% 113 µM cGMP; activation, % at 11.4 µM; 340,000 tested, 0.079% active; AID 504700, 2011;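 active = activation above a cutoff set at the mean over all compounds plus 3 SD, cut at about 18% in these data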;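 note: higher means more holoenzyme dissociation and a rise in polarization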
# Target sequence (P31323 whole entry, looked up, other chains not shown, the tested form may be a part): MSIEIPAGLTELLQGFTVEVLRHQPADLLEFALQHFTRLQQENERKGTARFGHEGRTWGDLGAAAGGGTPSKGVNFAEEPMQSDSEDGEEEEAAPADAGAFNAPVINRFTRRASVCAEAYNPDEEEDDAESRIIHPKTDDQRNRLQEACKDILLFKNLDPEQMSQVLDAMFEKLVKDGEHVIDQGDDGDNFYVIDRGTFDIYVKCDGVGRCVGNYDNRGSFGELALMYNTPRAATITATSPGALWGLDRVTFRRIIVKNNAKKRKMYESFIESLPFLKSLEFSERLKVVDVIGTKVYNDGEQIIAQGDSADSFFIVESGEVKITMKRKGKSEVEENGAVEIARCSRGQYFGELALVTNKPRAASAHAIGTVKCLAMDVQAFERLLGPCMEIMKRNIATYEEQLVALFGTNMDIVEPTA
# * = called active by the depositor; . = not tested or not shown; & = joins results of further samples.
SMILES,PKA-R1A act,NSD2 inh,MITF TRPM1 HTS,SR-BI DiI inh,Arrestin-AP2 inh,SR-BI DiI-HDL act,dFosB activator,SUMO Mot1 rescue,Pemphigus Ab inh,CDK5 p35 inh,PKA-R2B activ
CCC(OC(=O)CCc1nc2ccccc2[nH]c1=O)C(=O)c1ccccc1 (centres undefined),3,0,3,18,28,-18,0,44,103,1.2,-3
CCOc1ccc(CNCCc2ccc(S(N)(=O)=O)cc2)cc1,-1,-4,12,2,-1,-2,4,-6,109,-0.2,4
CCOC(=O)N1CCN(C(=O)Cn2cc3c(n2)CCCC3)CC1,8,0,-3,-24,-6,24,8,19,107,-1.1,-5
CC1C(c2ccc3c(c2)OCO3)c2cc3c(cc2OC1N1CCOCC1)OCO3 (centres undefined),-11,19,8,6,21,-6,-2,.,95,0.7,0
COC(=O)c1cc(C)sc1NC(=O)CCCC(=O)O,9,-3,3,2,14,-2,-2,-17,100,0.6,-6
O=C(Cc1c(O)c2ccccc2oc1=O)c1ccc(F)cc1,0,1,.,-24,-10,24,-3,8,99,-1.8,-6
COc1cc(NC(=O)c2ccc(C)cc2)c(OC)cc1NC(=O)CN1CCOCC1,8,9,20,.,17,.,-8,4,95,0.7,0
Cc1nc(-c2ccc(S(=O)(=O)NCC3CCN(C(=O)OC(C)(C)C)CC3)s2)cs1,-1,26,.,2,36,-2,-7,14,107,0.0,-1
Cc1cc(C)c(-c2csc(NC(=O)/C=C/c3cccs3)n2)c(C)c1,3,-1,-41,54,16,-54,6,-2,96,0.9,-5
Cc1cc(NC(=O)Nc2ccc(F)cc2)no1,6,-3,19,-6,-9,6,0,-1,105,2.2,-6

# Whole records, quoted from the list. Order of values: PKA-R1A act, NSD2 inh, MITF TRPM1 HTS, SR-BI DiI inh, Arrestin-AP2 inh, SR-BI DiI-HDL act, dFosB activator, SUMO Mot1 rescue, Pemphigus Ab inh, CDK5 p35 inh, PKA-R2B activ
# `CCOc1ccc(CNCCc2ccc(S(N)(=O)=O)cc2)cc1` across the screens: -1, -4, 12, 2, -1, -2, 4, -6, 109, -0.2, 4
# `CCOC(=O)N1CCN(C(=O)Cn2cc3c(n2)CCCC3)CC1` across the screens: 8, 0, -3, -24, -6, 24, 8, 19, 107, -1.1, -5

# Next compounds follow.
SMILES,PKA-R1A act,NSD2 inh,MITF TRPM1 HTS,SR-BI DiI inh,Arrestin-AP2 inh,SR-BI DiI-HDL act,dFosB activator,SUMO Mot1 rescue,Pemphigus Ab inh,CDK5 p35 inh,PKA-R2B activ
Cc1cc(NC(=O)Cn2nnc3sc4c(c3c2=O)CCCC4)no1,-1,-1,-3,-4,25,4,-4,-4,127,-1.5,11
O=C(NNC(=O)c1ccccc1O)c1ccc(S(=O)(=O)Nc2ccccc2F)cc1,-5,3,-10,59,-9,-59,-11,10,103,2.2,-9
CCOC(=O)CSc1nc(C)c(C(C)=O)cc1C(N)=O,5,-1,-10,-9,5,9,-2,0,101,0.0,11
O=C(c1ccccc1)c1cccn1CC(=O)N1CCN(c2ccc(F)cc2)CC1,3,7,-4,30,5,-30,-3,0,108,3.4,-3
COc1ccc(-c2nnn(Cc3ccccc3)n2)cc1,-11,-3,36,6,-2,-6,-7,8,122,-1.0,-5
CC(=O)Nc1ccc(NC(=O)CSc2nc3ccccc3o2)cc1,-9,-4,-1,5,-1,-5,-3,204,98,-3.7,-2
COc1ccc([C@H]2CC(=O)C=C(c3cc(C(F)(F)F)cc(C(F)(F)F)c3)C2)cc1,4,.,0,41,-2,-41,-4,10,99,0.7,-1
CCCCc1ccc(NC(=O)N2CCN(c3cc(C)nc4ccccc34)CC2)c(C)c1,-3,2,-15,49,24,-49,37*,3,89,-0.1,-5
O=C(Nc1ccc2oc(-c3ccccc3Cl)nc2c1)c1ncn[nH]1,-1,2,64,-8,-6,8,2,38,122,2.5,2
CCOc1ccc(C(=O)NCCCN2CCOCC2)cc1OCC,-6,0,-5,-16,7,16,-1,-7,104,-1.2,4
O=C(Nc1ccc(C2CCCCC2)cc1)C1CCCN(c2ncccn2)C1 (centres undefined),-4,-3,15,-11,-3,11,-1,18,129,0.7,0
CCOC(=O)C1=C(O)/C(=C/c2cccc(OC)c2O)N=C1C,2,1,-11,-5,-2,5,-7,-5,99,-1.7,-5
CCOc1ccc(/C=N/n2nnnc2N)cc1O,0,7,-1,.,5,.,4,11,97,0.1,2
CCOCCn1cnc2sc(C(=O)NCCCN3CCOCC3)c(C)c2c1=O,9,-7,1,-7,-8,7,4,-2,97,-3.7,12
CC(C)CN(Cc1cc(=O)oc2cc(-c3ccccc3)c(O)cc12)CC(C)C,-4,-3,-5,.,2,.,-10,8,93,-0.5,-2
CN1CCN(C(=O)CCN2C(=O)c3ccccc3S2(=O)=O)CC1,-7,-1,12,-21,26,21,-2,-2,101,-0.2,-4
COc1ccc(-c2nc3ccccc3c(=O)n2NC(=O)Cc2ccccc2)cc1,2,-4,4,-16,-6,16,-5,-9,116,0.8,-3
CCOC(=O)c1cc2c(=O)n3ccccc3nc2n(CCCOC)c1=NC(=O)C(C)(C)C,3,-2,4,14,0,-14,-23,6,110,1.9,2
O=c1oc2ccccc2c2c1C(O)CO2 (centres undefined),-4,4,-8,2,42,-2,-4,157,109,-1.1,-7
CCCn1c(=N)n(CC(=O)c2cccs2)c2ccccc21,-13,25,0,-8,7,8,-2,12,102,-1.2,0
COc1ccc(NC(=O)NNc2cc(N3CCOCC3)nc(N3CCOCC3)n2)cc1,-8,2,-8,-18,8,18,-4,8,100,0.7,8
COc1ccc(CN2CC(C(=O)NCCCN3CCN(C)CC3)CC2=O)cc1 (centres undefined),0,.,0,-8,4,8,-1,-21,108,-0.4,-1
CCCCSc1cc(C)nc(N)n1,-5,-4,42,.,-12,.,-8,104,107,1.0,3
CCC(NC(=O)c1cc(COc2ccc(Cl)cc2OC)on1)c1ccncc1 (centres undefined),-1,1,78,39,37,-39,-14,-15,101,-2.3,0
Cc1ccc(CN2C(=O)S/C(=C\c3ccccc3OCC(=O)O)C2=O)cc1,-16,4,2,-8,-1,8,-5,.,103,-2.0,-7
CN(C(=O)C1CCCO1)c1nnc(-c2ccccn2)s1 (centres undefined),-8,1,20,-18,17,18,-10,10,107,0.5,-16
OC(CCN1CC2CCC(CC2)C1)(Cc1ccccc1)c1ccco1 (centres undefined),5,-21,-9,-3,-2,3,-8,.,89,0.9,-11
COc1ccc(C2C(C#N)=C(N)SC(N)=C2C#N)cc1OC,-3,4,.,-4,4,4,1,6,.,-0.1,-11
Cc1nc(SCC(=O)OCc2ccccc2)c(C#N)c(-c2ccccc2)c1C(=O)Nc1ccccc1,-9,-1,-4,33,-8,-33,-7,189,94,-0.2,-15
CCN1C(=O)C2(/C(=C(\O)c3ccc4c(c3)OCCO4)C(=O)C(=O)N2CCCOC)c2ccccc21 (centres undefined),5,6,1,-3,6,3,-4,9,103,7.6,-4

# The closing 7 compounds of the section before open the next one:
SMILES,PKA-R1A act,NSD2 inh,MITF TRPM1 HTS,SR-BI DiI inh,Arrestin-AP2 inh,SR-BI DiI-HDL act,dFosB activator,SUMO Mot1 rescue,Pemphigus Ab inh,CDK5 p35 inh,PKA-R2B activ
CCC(NC(=O)c1cc(COc2ccc(Cl)cc2OC)on1)c1ccncc1 (centres undefined),-1,1,78,39,37,-39,-14,-15,101,-2.3,0
Cc1ccc(CN2C(=O)S/C(=C\c3ccccc3OCC(=O)O)C2=O)cc1,-16,4,2,-8,-1,8,-5,.,103,-2.0,-7
CN(C(=O)C1CCCO1)c1nnc(-c2ccccn2)s1 (centres undefined),-8,1,20,-18,17,18,-10,10,107,0.5,-16
OC(CCN1CC2CCC(CC2)C1)(Cc1ccccc1)c1ccco1 (centres undefined),5,-21,-9,-3,-2,3,-8,.,89,0.9,-11
COc1ccc(C2C(C#N)=C(N)SC(N)=C2C#N)cc1OC,-3,4,.,-4,4,4,1,6,.,-0.1,-11
Cc1nc(SCC(=O)OCc2ccccc2)c(C#N)c(-c2ccccc2)c1C(=O)Nc1ccccc1,-9,-1,-4,33,-8,-33,-7,189,94,-0.2,-15
CCN1C(=O)C2(/C(=C(\O)c3ccc4c(c3)OCCO4)C(=O)C(=O)N2CCCOC)c2ccccc21 (centres undefined),5,6,1,-3,6,3,-4,9,103,7.6,-4
CC(=O)Nc1ccc(S(=O)(=O)NCC2CCC(C(=O)N3CC(C)CC(C)C3)CC2)cc1 (centres undefined),6,-3,8,25,-5,-25,-2,5,108,-0.9,-5
Cc1cc(C(C)(C)C)c(O)c(C)c1CC1=NCCN1,1,.,-3,-2,4,2,3,-11,109,-1.1,4
O=C(COC(=O)c1ncc(Cl)c(Cl)c1Cl)c1ccc(Cl)s1,-14,-3,11,3,0,-3,2,148,117,0.0,5
CCCCc1c(O)nc(SCC(=O)N2CCOCC2)n(-c2ccccc2C)c1=O,2,-6,.,14,-2,-14,-4,.,111,-2.0,-11
CCCNS(=O)(=O)c1ccc(CCC(=O)N2CCOCC2)cc1,-5,-1,.,4,10,-4,2,113,96,-1.0,-5
COc1ccc(CCNC(=O)C(C)n2nc(C)n3c(cc4occc43)c2=O)cc1OC (centres undefined),6,0,1,-5,11,5,-4,-4,82,-0.7,8
Cc1cccc(NC(=S)N/C(=N/S(=O)(=O)c2ccccc2)c2ccccc2)c1,4&8,0&-3,1&27,-2&-4,28&2,2&4,-10&0,11,94&92,0.1&0.8,3&-6
